# Assay outcomes deposited in PubChem BioAssay by several laboratories.
# aSyn 5UTR inh = MLPCN primary screen, SNCA 5' untranslated region. alpha-synuclein 5'UTR reporter, inhibitor activity. 300,000 tested, 0.82% active. inhibition, % (tested at 7.5 µM); in the data active = inhibition above about 60%; inconclusive = no clear call, values can overlap the other calls;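 note: H4 neuroglioblastoma cells stably carrying SNCA 5'UTR luciferase fusion; 0% = DMSO wells and 100% = positive control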
# KLF5 inh = suppresses KLF5 promoter-driven expression. DLD-1 KLF5 promoter-luciferase reporter, luminescence. inhibition, % at 5 µM. 290,000 tested, 0.23% active. AID 1700;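 active = inhibition above a per-plate limit of that plate's mean compound inhibition plus 3 SD, cut at about 60% in these data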;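 note: 0% = DMSO wells and 100% = LY294002 at 200 µM; higher means less KLF5 promoter-driven luciferase light; inactives centre near -14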
# TRPC4 inh = inhibitors of mouse TRPC4 channel; Q9QUQ5; HEK293 TRPC4beta/mu-opioid, DAMGO-evoked Fluo4 calcium flux; hits give low values; B-score at 10 µM; 300,000 tested, 0.39% active;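 active = B-score over 3 SD under the library average, no early fluorescence shift, positive overall ratio signal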
# Target sequence (Q9QUQ5 whole entry, looked up): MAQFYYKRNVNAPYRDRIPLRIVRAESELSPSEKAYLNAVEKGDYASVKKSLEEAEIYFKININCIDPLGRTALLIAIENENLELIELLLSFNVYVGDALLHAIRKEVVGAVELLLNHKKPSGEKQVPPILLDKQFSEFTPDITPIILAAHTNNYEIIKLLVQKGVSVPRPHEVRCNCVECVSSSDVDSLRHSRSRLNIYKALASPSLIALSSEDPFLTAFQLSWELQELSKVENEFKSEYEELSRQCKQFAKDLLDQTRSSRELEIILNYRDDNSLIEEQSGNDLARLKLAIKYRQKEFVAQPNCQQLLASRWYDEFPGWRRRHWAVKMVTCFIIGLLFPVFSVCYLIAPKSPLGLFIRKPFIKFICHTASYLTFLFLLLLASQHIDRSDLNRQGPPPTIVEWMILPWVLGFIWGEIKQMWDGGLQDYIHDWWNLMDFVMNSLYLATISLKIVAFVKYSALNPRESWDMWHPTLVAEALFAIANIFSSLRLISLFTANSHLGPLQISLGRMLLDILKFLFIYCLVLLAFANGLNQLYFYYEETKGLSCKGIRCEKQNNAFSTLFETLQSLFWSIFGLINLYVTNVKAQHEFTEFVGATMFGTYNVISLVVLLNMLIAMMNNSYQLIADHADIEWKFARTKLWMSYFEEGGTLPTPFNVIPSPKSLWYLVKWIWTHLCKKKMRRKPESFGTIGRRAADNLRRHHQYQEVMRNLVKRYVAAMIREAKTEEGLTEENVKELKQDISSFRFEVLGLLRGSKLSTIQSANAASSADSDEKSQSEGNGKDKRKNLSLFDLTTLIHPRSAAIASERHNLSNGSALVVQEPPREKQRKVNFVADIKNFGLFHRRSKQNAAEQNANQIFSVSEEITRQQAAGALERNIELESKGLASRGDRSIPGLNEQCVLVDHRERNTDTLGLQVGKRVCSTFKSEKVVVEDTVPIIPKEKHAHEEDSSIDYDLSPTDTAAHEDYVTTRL
#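 Signal: kinetic Fluo4 fluorescence imaging of calcium influx. Material: stable TRPC4beta/mu-opioid receptor HEK293 cells. Probe or stimulus: DAMGO in two steps, submaximal then maximal.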
# MrgX1 antagonist = blocks BAM8-22 activation of human MrgX1 receptor; 310,000 tested, 1.3% active; MRGX1-HEK293 calcium flux, Fluo-4, BAM8-22 antagonism; hits give low values; AID 588676; B-score at 10 µM; Q96LB2;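 active = calcium-response B-score plate-corrected more than 3 library SD below zero, starting fluorescence within 5 deviations, no agonist response on first addition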;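 note: peak minus trough fluorescence over baseline after final BAM8-22 challenge near maximal dose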
# TRPC6 act = activators of mouse TRPC6 channel; 310,000 tested, 0.13% active; AID 2550; Q61143; HEK293-TRPC6 membrane potential dye fluorescence; hits give high values; B-score at 10 µM;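 active = B-score of the integrated fluorescence ratio above library mean plus 3 SD, and starting fluorescence ratio within library mean plus 5 SD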;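 note: higher score means more depolarization so channel activation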
# SKKanGAS inh = inhibitors of SKKanGAS S. pyogenes growth in kanamycin (SK-promoter or general growth effect) | 300,000 tested, 1.3% active | BacTiter-Glo, 6 h | inhibition, % at 7.5 µM;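 active = mean replicate score, as percent of positive control median, at least 50; inconclusive = mean below 50 but one replicate at or above 50; inactive = mean and every replicate below 50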;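 note: strain carries kanamycin resistance gene driven by streptokinase promoter and grows in 40 µg/ml kanamycin; loss of luminescence reflects streptokinase promoter inhibition or plain growth inhibition; 0% = median of DMSO wells and 100% = positive control at its reference dose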
# TRPC4 act = opens the mouse TRPC4 cation channel | HEK293 TRPC4beta/mu-opioid, Fluo4 calcium fluorescence; hits give high values | AID 2237 | 310,000 tested, 0.49% active | B-score at 10 µM | Q9QUQ5;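 active = B-score above 5 SD of library B-scores, and initial fluorescence ratio not above library mean plus 5 SD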;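 note: positive B-score marks a calcium rise read as TRPC4 activation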
#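 System – HEK293 cells stably co-expressing mouse TRPC4beta and mu-opioid receptor · Signal – Fluo4 calcium-sensitive dye fluorescence, kinetic, 1 Hz baseline · Benchmarks – buffer (low) and maximal DAMGO (high) · Read-out – B score of integrated fluorescence ratio per well · Incubation – dye loading 45 min room temperature, 110 s kinetic read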
# TRPC4 PAM = allosterically enhances the mouse TRPC4 cation channel; Q9QUQ5; HEK293 TRPC4beta/mu-opioid, DAMGO EC20, Fluo-4 Ca2+ flux; hits give high values; B-score at 10 µM; 310,000 tested, 0.42% active;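 active = B-score of calcium response area above 5 SD of library B-scores, with initial fluorescence ratio within 5 SD of library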;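 note: B-score of integrated fluorescence ratio over time as area under calcium response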
# IEC-6 tox = counter-screen for KLF5 inhibitors: cytotoxicity in IEC-6 cells; inhibition, % at 5 µM; IEC-6 cytotoxicity, luminescence viability; 290,000 tested, 0.78% active; in the data active = inhibition above about 22%;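 note: 0% = plate median of test compound wells and 100% = cytotoxic reference compound wells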
# HIF act = HIF pathway transcriptional activation. AID 1910. activation, % at 7.5 µM (by protocol). U2OS HRE-luciferase reporter, luminescence; normalized: DMSO 0%, desferrioxamine 100%. 300,000 tested, 0.32% active;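 active = mean activation of at least 10% of the iron chelator positive control signal, with at least half of replicates also reaching 10%; inconclusive = mean and replicate majority disagree about reaching 10%; inactive = mean and most replicates under 10%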
# TRPC6 inh = blocks the mouse TRPC6 cation channel | Q61143 | HEK293-TRPC6, membrane potential dye, ACh-evoked depolarization; hits give low values | B-score at 10 µM | 310,000 tested, 1.1% active | AID 2553;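 active = B-score under library mean minus 3 SD, initial fluorescence not abnormally high, positive integrated signal ratio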;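 note: B-score derived from integrated fluorescence ratio over the kinetic read; more negative B-score means stronger inhibition of depolarization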
# Numbers without * were called inactive; i = inactive; u = inconclusive; x = not tested or not shown.
nr | Molecule | TRPC6 act | IEC-6 tox | aSyn 5UTR inh | SKKanGAS inh | HIF act | KLF5 inh | TRPC4 inh | TRPC6 inh | TRPC4 PAM | TRPC4 act | MrgX1 antagonist
1 | O=c1c([N+](=O)[O-])c(N2CCOCC2)c2ccccc2n1Cc1ccccc1 | i | -0.3 | u | -1.4 | -0.1 | -20.9 | i | i | i | i | i
2 | COc1ccc(NC(=O)c2cc3c(Cl)nc4ccccc4c3s2)c(OC)c1 | i | 0.0 | 29.3 | 6.2 | -0.1 | -30.2 | i | i | i | i | i
3 | COc1cc(/C(C)=N\NC(N)=S)cc(OC)c1OC | i | 2.7 | 23.9 | 1.2 | -6.3 | 8.9 | i | i | i | i | i
4 | O=C(NCC1CCCO1)C12CN(Cc3ccccc3)CC1C(c1cccc([N+](=O)[O-])c1)=NO2 (stereo unspecified) | i | -0.8 | 10.1 | 4.1 | 1.7 | -3.3 | i | i | i | i | i
5 | O=C(Cc1ccccc1)NC(NNc1ccccc1)(C(F)(F)F)C(F)(F)F | i | -7.3 | 0.0 | 3.6 | 0.1 | -11.6 | i | i | i | i | i
6 | CCOc1ccc(C2=C(C=Nc3c(C)n(C)n(-c4ccccc4)c3=O)C(c3ccc(F)cc3)c3ccccc3O2)cc1 (stereo unspecified) | i | -0.4 | 28.0 | -1.0 | -1.1 | -17.3 | i | i | i | i | i
7 | O=[N+]([O-])c1cccc(C2NCC(c3ccccc3Cl)c3c2[nH]c2ccccc32)c1 (stereo unspecified) | i | -1.7 | 48.1 | 21.3 | -0.9 | -8.1 | i | i | i | i | i
8 | O=C(CSc1nc2ccccc2n1CCc1ccccc1)N1CCOCC1 | i | 2.2 | -13.7 | -4.9 | 0.7 | 10.2 | i | i | i | i | i
9 | COc1cc(/C=N/NC(=O)C(=O)NCc2ccco2)ccc1O | i | 0.5 | 6.1 | -2.1 | -0.8 | -7.4 | i | i | i | i | i
10 | Cc1ccc(CN(C(=O)COc2ccc(Br)cc2)C2CCS(=O)(=O)C2)o1 (stereo unspecified) | i | 9.4 | 3.4 | -0.3 | x | 6.5 | i | i | i | i | i
11 | CCOC(=O)c1ccc(NC(=O)CCc2c(C)nc3ncnn3c2C)cc1 | i | -2.5 | 2.7 | 4.5 | 1.3 | 3.2 | i | i | i | i | i
12 | Cc1nn(CC(O)Cn2cnc3c2c(=O)n(C)c(=O)n3C)c(C)c1Br (stereo unspecified) | i | 2.4 | -20.0 | -0.2 | -0.4 | -5.9 | i | i | i | i | i
13 | Fc1ccccc1CSc1nnc(-c2cnccn2)n1Cc1ccco1 | i | 1.3 | -50.9 | -9.2 | 1.0 | -15.1 | i | i | i | i | i
14 | O=C1CC(=C(c2ccccc2)c2ccccc2)C(=O)N1CCCCN1CCN(c2cccc(Cl)c2)CC1 | i | -4.5 | 11.3 | 11.9 | 0.1 | -21.8 | i | i | i | i | i
15 | CCCCN(C(=O)C1=COCCO1)c1c(N)n(Cc2ccccc2)c(=O)[nH]c1=O | i | x | -1.0 | 1.3 | -0.3 | x | i | i | i | i | i
16 | COc1ccc(C(=O)N2CCC(O)(c3ccc(Cl)cc3)CC2)cc1OC | i | 8.3 | -7.9 | 0.3 | -0.5 | -2.5 | i | i | i | i | i
17 | O=C(Nc1ccc(Br)cn1)c1cccc2c1-c1ccccc1C2=O | i | -7.7 | -10.7 | -4.0 | 0.3 | -32.0 | i | i | i | i | i
18 | CCOC(=O)c1c(C)[nH]c(C)c1C(=O)COC(=O)C1CCCN1S(=O)(=O)c1ccccc1F (stereo unspecified) | i | -2.4 | -13.4 | -4.6 | 2.1 | -7.8 | i | i | i | i | i
19 | COc1cc(OC)cc(C(=O)NCc2nc(-c3ccccc3)no2)c1 | i | -3.3 | -11.5 | -3.2 | -0.3 | -1.7 | i | i | i | i | i
20 | Cc1ccc(C(=O)N2CCCCC2)cc1S(=O)(=O)N1CCCC1 | i | 2.1 | -9.1 | 6.4 | 0.7 | -1.5 | i | i | i | i | i

# Complete entries from above. Screens in order: TRPC6 act	IEC-6 tox	aSyn 5UTR inh	SKKanGAS inh	HIF act	KLF5 inh	TRPC4 inh	TRPC6 inh	TRPC4 PAM	TRPC4 act	MrgX1 antagonist
# Profile of COc1cc(/C(C)=N\NC(N)=S)cc(OC)c1OC : i	2.7	23.9	1.2	-6.3	8.9	i	i	i	i	i
# Profile of O=C(NCC1CCCO1)C12CN(Cc3ccccc3)CC1C(c1cccc([N+](=O)[O-])c1)=NO2 (stereo unspecified) : i	-0.8	10.1	4.1	1.7	-3.3	i	i	i	i	i
# Profile of Cc1ccc(CN(C(=O)COc2ccc(Br)cc2)C2CCS(=O)(=O)C2)o1 (stereo unspecified) : i	9.4	3.4	-0.3	x	6.5	i	i	i	i	i

# Reprinted at random: 6 records from the list
nr | Molecule | TRPC6 act | IEC-6 tox | aSyn 5UTR inh | SKKanGAS inh | HIF act | KLF5 inh | TRPC4 inh | TRPC6 inh | TRPC4 PAM | TRPC4 act | MrgX1 antagonist
6 | CCOc1ccc(C2=C(C=Nc3c(C)n(C)n(-c4ccccc4)c3=O)C(c3ccc(F)cc3)c3ccccc3O2)cc1 (stereo unspecified) | i | -0.4 | 28.0 | -1.0 | -1.1 | -17.3 | i | i | i | i | i
19 | COc1cc(OC)cc(C(=O)NCc2nc(-c3ccccc3)no2)c1 | i | -3.3 | -11.5 | -3.2 | -0.3 | -1.7 | i | i | i | i | i
12 | Cc1nn(CC(O)Cn2cnc3c2c(=O)n(C)c(=O)n3C)c(C)c1Br (stereo unspecified) | i | 2.4 | -20.0 | -0.2 | -0.4 | -5.9 | i | i | i | i | i
8 | O=C(CSc1nc2ccccc2n1CCc1ccccc1)N1CCOCC1 | i | 2.2 | -13.7 | -4.9 | 0.7 | 10.2 | i | i | i | i | i
20 | Cc1ccc(C(=O)N2CCCCC2)cc1S(=O)(=O)N1CCCC1 | i | 2.1 | -9.1 | 6.4 | 0.7 | -1.5 | i | i | i | i | i
3 | COc1cc(/C(C)=N\NC(N)=S)cc(OC)c1OC | i | 2.7 | 23.9 | 1.2 | -6.3 | 8.9 | i | i | i | i | i

# (cont.)
nr | Molecule | TRPC6 act | IEC-6 tox | aSyn 5UTR inh | SKKanGAS inh | HIF act | KLF5 inh | TRPC4 inh | TRPC6 inh | TRPC4 PAM | TRPC4 act | MrgX1 antagonist
21 | Cc1ccc(CNC(=O)C2CCCN2C(=O)NCc2ccccc2)cc1 (stereo unspecified) | i | -1.9 | 11.6 | 9.5 | -0.5 | 0.2 | i | i | i | i | i
22 | Cc1ccc2c(C)c(C(=O)NCc3ccc(S(N)(=O)=O)cc3)oc2c1 | i | 9.6 | 2.2 | 2.8 | 0.3 | -1.4 | i | i | i | i | i
23 | O=C(N1CCc2[nH]c3ccccc3c2C1)C(F)(F)F | i | 0.2 | -5.0 | -4.5 | 2.7 | -28.1 | i | i | i | i | i
24 | NC(=O)COC(=O)c1ccccc1SCC(=O)NC1CCCCCC1 | i | 3.6 | -16.3 | -7.0 | -0.1 | 6.1 | i | i | i | i | i

# Individual results from above.
# cpd 22 in IEC-6 tox → 9.6
# cpd 21 in IEC-6 tox → -1.9
# cpd 23 in HIF act → 2.7
